# Screening results: PubChem, National Center for Advancing Translational Sciences (NCATS)
# Nrf2 inh – Nrf2 qHTS screen for inhibitors; Potency, µM (titrated, usually from 46 µM), for the others: at the highest dose activity change, negative = inhibition, actives largely listed as inhibitors; AID 504444, 2011; hit rate 2.1% among 360,000; A549 ARE-Fluc reporter, luciferase luminescence, 18-24 h; note: potency is the fitted concentration of half-maximal effect; % is set by controls: 0 for no effect and ±100 for the full control effect; nearly all actives have a fitted effect of over 60% in size
#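 A549 ARE_Fluc cells (5000/well, 5% FBS OPTI-MEM) pre-incubated 2 h, then treated with compounds 18-24 h at 37C/5% CO2 in concentration-response. CellTiter-Fluor viability read first; BugLite luciferase luminescence after 15 min at room temperature gives Nrf2 activity.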
# IL-1B inflam inh – qHTS for Inhibitors of Inflammasome Signaling: IL-1-beta AlphaLISA Primary Screen | THP-1 LPS/ATP IL-1B secretion, AlphaLISA, 16 h; stronger effect = lower value | activity change, % at 57.5 µM | hit rate 4.7% among 360,000; in the data active = activity change below about -50%; inconclusive = mostly about -30% to -49%; note: % is set by controls: 0 for no effect and ±100 for the full control effect
#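 Secreted IL-1B measured by AlphaLISA bead assay after 16 h compound exposure of THP-1 cells; compounds (final up to 57.5 uM) added 1 h before LPS (250 ng/mL) and ATP (1.25 mM) stimulation; lower signal means less secretion.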
# A549 viability – Nrf2 qHTS screen for inhibitors: counterscreen for cytotoxicity. AID 504648, 2011. A549 ARE-Fluc cells, CellTiter-Fluor viability, 18-24 h. hit rate 0.16% among 390,000. Potency, µM (top dose mostly 46 µM), for the others: at the top dose activity change, negative = cytotoxicity, most hits filed as inhibitors; note: potency is the fitted concentration of half-maximal effect; % is set by controls: 0 for no effect and ±100 for the full control effect
#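 Cytotoxicity counterscreen: CellTiter-Fluor fluorescence was measured in A549 ARE_Fluc cells after 18-24 h of compound exposure in a concentration series. The subsequent BugLite luminescent read reports ARE-luciferase activity.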
# TGFb SMAD3 inh – qHTS for Inhibitors of TGF-b; HepG2 CAGA-GFP TGF-b/SMAD3 reporter, GFP fluorescence, 18 h; TGF-beta stimulated, 500 pg/mL final; Potency, µM (top dose mostly 46.1 µM), inactives show at the highest dose activity, negative = inhibition, most hits filed as inhibitors; hit rate 1.2% among 410,000; AID 588855, 2011; note: potency is the fitted concentration of half-maximal effect; % is set by controls: 0 for no effect and ±100 for the full control effect; nearly all actives have a fitted effect of over 65% in size
#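 Inhibition was scored as loss of TGF-beta-induced (500 pg/mL final, 18 hours, 37 degrees C) GFP in HEPG2 cells carrying a CAGA-GFP reporter, in DMEM with 1% FBS. Well GFP was summed per cell; Activity was normalised to unstimulated and stimulated DMSO wells, then concentration-response fitting.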
# MCF10A rerep – A quantitative high throughput screen for small molecules that induce DNA re-replication in MCF 10a normal breast cells; Potency, µM (series often up to 46.1 µM), inactives show at the top dose activity, positive = re-replication, most hits filed as activators; MCF 10A DNA re-replication, Hoechst nuclear intensity, 48 h; AID 624296, 2012; hit rate 2.9% among 350,000; note: potency is the fitted concentration of half-maximal effect; % of control where 0% means no effect; nearly all actives have a fitted effect of over 50% in size
# Nrf2 ARE act – qHTS of Nrf2 Activators | AREc32 ARE-luciferase reporter (MCF7-derived line), luminescence, 24 h | Potency, µM (doses to about 46.1 µM), for the others: at the top dose activation, actives largely listed as activators | hit rate 0.31% among 410,000 | AID 624171, 2012; note: potency is the fitted concentration of half-maximal effect; % of control where 0% means no effect; nearly all actives have a fitted effect of over 65% in size
#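 AREc32 cells carrying an ARE-driven firefly luciferase, 1000 cells/well in OPTI-MEM with 5% FBS, dosed after overnight attachment and incubated 24 hr at 37 deg C. Steady-Glo luminescence read after 30 min at RT.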
# HepG2 tox – qHTS for Inhibitors of TGF-b: Cytotox Counterscreen. HepG2 CAGA-GFP viability, ATP luminescence, 18 h. Potency, µM (series often up to 46.1 µM), for inactives: at the top dose activity change, negative = cytotoxicity, actives largely listed as cytotoxic. hit rate 0.76% among 410,000. AID 588856, 2011; note: potency is the fitted concentration of half-maximal effect; some results filed as inactive show a strong effect at the top dose
#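 CellTiter-Glo luminescence gave cytotoxicity after 18 hours at 37 degrees C. The cells were HepG2 CAGA-GFP in 1% FBS DMEM, stimulated with 500 pg/mL TGF-beta after compound addition. %Activity was normalised to no-cell wells (complete cell-killing) and DMSO (no toxicity), and curves were fitted and classified.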
# ATXN2 expr inh – Primary qHTS for Inhibitors of ATXN expression | HEK-293 ATXN2-luciferase reporter, luminescence, 24 h | Potency, µM (highest dose often 57 µM), for inactives: at the highest dose activity change, negative = inhibition, most hits filed as inhibitors | hit rate 0.72% among 360,000; note: potency is the fitted concentration of half-maximal effect; % is set by controls: 0 for no effect and ±100 for the full control effect; nearly all actives have a fitted effect of over 55% in size
#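 qHTS (up to 57 uM final) was run with 24 h compound exposure of reporter cells at 37 °C. Each well was multiplexed: SteadyGlo luminescence measured ATXN2-luciferase expression after a fluorogenic Gly-Phe-AFC viability readout (25 uM final).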
# S2 tox – Viability Counterscreen for Primary qHTS for Inhibitors of ATXN expression | AID 651635, 2014 | hit rate 0.49% among 400,000 | Potency, µM (top dose mostly 56.7 µM), usual class: cytotoxic | S2 cells (HEK-293 line with an ATXN2-luciferase reporter) viability, CellTiter-Fluor protease fluorescence, 24 h; note: potency is the fitted concentration of half-maximal effect; nearly all actives have a fitted effect of over 40% in size
# * marks the source's active call; other numbers are inactive results; i = inactive; ? = inconclusive; / = no result given; & = joins results of further samples; ! = repeats disagree; [ ] = remark or other dose. Unless noted, calls come from the whole dose curve; as a rule, active = well fitted curve in the direction sought with a large enough effect; inconclusive = small, poorly fitted or top-dose-only effect, or another doubt; inactive = no such curve, though single readings can be large; an effect the other way counts as inactive or inconclusive.
SMILES,Nrf2 inh,IL-1B inflam inh,A549 viability,TGFb SMAD3 inh,MCF10A rerep,Nrf2 ARE act,HepG2 tox,ATXN2 expr inh,S2 tox
Cc1cccc(NC(=O)c2c(-c3ccccc3)noc2C)n1,-3.6%,2.8,-4.2%,10.9%,0.7%,0.1%,2.0%,-24.4%,?
NC(=O)C1(N2CCCCC2)CCN(C(=O)c2cccn3c(=O)c4cc(Cl)ccc4nc23)CC1,-8.7%,-5.9,12.1%,-10.7%,?,4.1%,-21.3%,0.7%,i
NC(=O)N/N=C/C=C/c1ccccc1,5.8%,-7.7,9.9%,-2.0%,-1.4%,0.1%,-18.6%,23.5%,i
CCOc1ccc(-n2nnc3c(=O)n(CC(=O)N4CCCc5ccccc54)cnc32)cc1,14.6%,-7.4,-1.3%,0.3%,?,-0.2%,-0.7%,4.0%,i
CC(Oc1ccc(Cl)cc1Cl)C(=O)NC(Cc1ccccc1)C(=O)O (stereo unspecified),-0.2%,23.2,-2.9%,0.9%,1.0%,0.0%,1.2%,-0.2%,i
Fc1ccccc1CNCC1CCCO1 (stereo unspecified),3.0%,5.7,0.1%,-3.0%,2.9%,-0.6%,-0.9%,-2.6%,i
COc1ccc(NC(=O)CN(C)C(=O)Cc2ccc3c(c2)OCCO3)cc1,14.6%,-2.5,-2.2%,-18.7%,0.2%,-0.2%,-30.4%,-20.0%,i
O=C(NCC(c1ccco1)N1CCN(c2ccccc2F)CC1)C(=O)NC1CCCC1 (stereo unspecified),4.3%,6.3,-0.1%,8.8%,8.2%,-0.3%,4.3%,1.5%,i
O=C(Cn1cnc2c(cnn2-c2ccc(Cl)cc2)c1=O)N1CCN(c2ccccc2)CC1,-9.6%,-6.4,-0.6%,-22.1%,16.8%,2.4%,-9.2%,-3.8%,i
CC(C)(C)CC(C)(C)c1ccc(O)c(Cc2ccc(Cl)cc2Cl)c1,?,-71.6*,-16.9%,?,29.9µM*!,0.3%,-40.8%,22.4µM*!,28.2µM*
CS(=O)(=O)c1ccc(Cl)c(NC(=O)CCN2C(=O)C3CC=CCC3C2=O)c1 (stereo unspecified),9.2%,16.1,2.8%,3.9%,3.8%,-0.6%,-0.8%,0.7%,i
CCOc1ccc(NS(=O)(=O)c2ccc3[nH]cc(C(=O)NCc4ccccc4)c(=O)c3c2)cc1,1.6%,/,-1.8%,-11.5%,/,4.5%,-24.9%,-1.9%,i
COC(=O)c1cc2c(ccn2-c2ccc(F)cc2)n1Cc1cccc(OC)c1,-24.5%,-15.8,-3.4%,-2.4%,?,-0.1%,-21.2%,-20.4%,?
CSc1cccc(NC(=O)N2CCN(S(=O)(=O)c3ccc4c(ccn4C)c3)CC2)c1,/,/,-4.3%,0.1%,/,-1.0%,-3.1%,0.7%,i
O=[N+]([O-])c1cccn2cc(-c3ccc(Br)cc3)nc12,?,-0.1,-6.2%,3.4%,-2.7%,?,-18.1%,-6.9%,i
O=S(=O)(c1ccc(F)cc1)N1CCC(Oc2cccc(C(F)(F)F)c2)CC1,4.6%,/,7.4%,-10.0%,/,0.1%,-18.9%,/,/
O=C(NCCc1ccccc1)c1cc(-c2ccc(Br)cc2)on1,3.7%,/,3.9%,-6.9%,/,-0.3%,1.1%,2.5%,i
Cc1cccc(S(=O)(=O)NC(Cc2c[nH]c3ccccc23)C(=O)O)c1 (stereo unspecified),15.5%,i,7.6%,-8.7%,10.8%,-0.2%,-3.1%,5.5%,i
COc1ccc(CNC(=O)CN(c2ccccc2OC)S(=O)(=O)c2cccs2)cc1,6.5%,-3.6,-3.1%,9.2%,-4.5%,-0.7%,-4.3%,/,i
Cc1ccc([N+](=O)[O-])cc1NC(=O)CCCOc1ccccc1,?,-13.2,-1.6%,?,8.8%,-0.6%,0.4%,-2.5%,i

# 6 compounds out of the list above, ordered by their value in Nrf2 ARE act, descending.
SMILES	Nrf2 ARE act
NC(=O)C1(N2CCCCC2)CCN(C(=O)c2cccn3c(=O)c4cc(Cl)ccc4nc23)CC1	4.1%
NC(=O)N/N=C/C=C/c1ccccc1	0.1%
COC(=O)c1cc2c(ccn2-c2ccc(F)cc2)n1Cc1cccc(OC)c1	-0.1%
Cc1cccc(S(=O)(=O)NC(Cc2c[nH]c3ccccc23)C(=O)O)c1 (stereo unspecified)	-0.2%
O=C(NCC(c1ccco1)N1CCN(c2ccccc2F)CC1)C(=O)NC1CCCC1 (stereo unspecified)	-0.3%
CS(=O)(=O)c1ccc(Cl)c(NC(=O)CCN2C(=O)C3CC=CCC3C2=O)c1 (stereo unspecified)	-0.6%

# The listing picks up, repeating the 2 entries before the break.
SMILES,Nrf2 inh,IL-1B inflam inh,A549 viability,TGFb SMAD3 inh,MCF10A rerep,Nrf2 ARE act,HepG2 tox,ATXN2 expr inh,S2 tox
COc1ccc(CNC(=O)CN(c2ccccc2OC)S(=O)(=O)c2cccs2)cc1,6.5%,-3.6,-3.1%,9.2%,-4.5%,-0.7%,-4.3%,/,i
Cc1ccc([N+](=O)[O-])cc1NC(=O)CCCOc1ccccc1,?,-13.2,-1.6%,?,8.8%,-0.6%,0.4%,-2.5%,i
Cc1occc1-c1nnc(SCC(=O)c2c(N)n(C3CC3)c(=O)[nH]c2=O)n1C,3.0%,0.0,2.0%,-0.9%,-6.4%,-1.0%,6.1%,-0.2%,i
O=C(O)c1ncc(Cl)c(Cl)c1Cl,-5.4%&-5.7%,0.0&-13.4,-8.0%&0.5%,-6.9%&4.0%,-7.3%&15.5%,0.1%&2.2%,-12.8%&-3.8%,-21.5%&-4.1%,i
Cc1cc(C)n2nc(C(=O)OCC(=O)NCc3ccc(F)cc3)nc2n1,2.6%,23.4,0.7%,10.3%,5.6%,-0.3%,3.0%,/,i
Cc1ccc(NC(=O)c2cnccn2)cc1S(=O)(=O)N1CCCCCC1,-12.7%,14.3,6.4%,-9.0%,1.4%,3.9%,-3.3%,-4.3%,i
CCOc1ccc2nc(N3CCCC(C(=O)NCCCOC)C3)sc2c1 (stereo unspecified),?,/,-3.5%,-28.5%,/,-0.3%,-27.9%,/,/
CCCc1nc(SCC(=O)NC2CC2)c2c(C)c(C)sc2n1,-0.3%,13.4,2.4%,15.2%,0.0%,-0.1%,-13.6%,-7.6%,i
CC(C)(C)N(Cc1ccccc1)C(=O)COC(=O)CSc1ccc([N+](=O)[O-])cc1,25.1%,9.7,11.8%,-43.4%,0.7%,-0.2%,0.1%,2.3%,i
CC(=O)NC(CC(=O)OC(C)C(=O)Nc1ncc(Cl)cc1Cl)c1ccccc1 (stereo unspecified),-2.2%,0.0,-2.2%,-7.2%,-3.7%,0.1%,-7.9%,4.9%,i
O=C(CSc1nnc(CNc2ccc(F)cc2)o1)c1ccccc1,14.7%,0.0,5.6%,12.7%,-34.7%[inhibitor],2.2%,12.3%,-26.7%,i
Cc1nc([N+](=O)[O-])cn1CCCCN1C(=O)c2ccccc2C1=O,-2.1%,6.0,-0.3%,17.0%,-3.9%,0.6%,6.5%,/,?
COc1ccc(CCNC(=O)c2cc(=O)c3cc(C)ccc3o2)cc1,-26.8%,0.6,5.6%,-17.3%,-0.3%,3.6%,-21.8%,-19.5%,i
COc1cccc(/C=N/NC(=O)CCc2n[nH]c(=O)[nH]c2=O)c1O,10.1%,0.0,4.6%,-18.5%,3.7%,-0.7%[9.22 µM],-20.6%,4.3%,i
O=C(CCCOC(=O)c1cccnc1Cl)c1ccc(Br)cc1,28.8%,-2.4,-3.3%,-7.0%,-0.9%,6.3%,-3.1%,/,i
Cc1oc(C)c(C(=O)O)c1COc1ccc(C(=O)O)cc1,9.2%,7.8,4.8%,-7.8%,-7.9%,-0.9%,-5.8%,-2.2%,i
Brc1cccc(CNCCCN2CCOCC2)c1,4.1%,32.2,-3.8%,-12.1%,20.1%,-0.2%,-0.8%,-6.5%,i
O=c1[nH]c(CSc2nnc(-c3ccncc3)n2Cc2ccco2)nc2ccccc12,-16.3%,12.8,-1.6%,?,0.7%,-0.8%,-3.5%,1.5%,i
COc1ccccc1C(CNC(=O)C(C)(C)Oc1ccc(Cl)cc1)N1CCCC1 (stereo unspecified),-19.4%,?,-16.2%,?,1.1%,2.5%,-33.6%,-12.3%,i
CSc1ccc(C(=O)C2CCCN(Cc3ccc(N4CCNC4=O)cc3)C2)cc1 (stereo unspecified),?,-97.4*,-5.0%,0.2%,-22.1%,0.2%,-9.2%,-18.6%,i
CC(C)OC(=O)/C(=C/c1ccc2c(c1)c1ccccc1n2C)NC(=O)c1ccccc1,-19.7%,-1.5,-12.3%,12.6%,?,6.2%,-31.0%,4.8%,i
O=S(=O)(Nc1ccc(S(=O)(=O)Nc2cccc3ccccc23)cc1)c1ccccc1,?,6.8,-7.3%,-16.5%,?,0.2%,-0.2%,-4.9%,i
COc1ccccc1CNC(=O)CSc1ccc(C(=O)Nc2ccccc2OC)cc1[N+](=O)[O-],-9.3%,3.6,0.0%,0.0%,-0.7%,2.3%,-7.7%,-0.1%,i
O=C(Nc1cccc(Cl)c1)Nc1c[nH]c(=O)[nH]c1=O,1.2%,19.7,-0.8%,-1.4%,-2.9%,-0.3%,-4.5%,9.1%,i
COCC(C)NC(=O)COCc1cc(-c2ccc3c(c2)OCO3)on1 (stereo unspecified),2.7%,3.6,5.3%,1.5%,-0.7%,-1.5%,-1.2%,9.1%,?
